HDAC3 inhib = inhibitors of human histone deacetylase 3 | AID 2718 | actives 0.15% (n = 320,000) | inhibition, % at 8.3 µM | recombinant HDAC3, fluorogenic peptide/trypsin coupled, fluorescence | O15379; in the data active means inhibition above about 26%, passing the limit was not always enough; inconclusive means no clear call, values can overlap the other calls
MrgX1 antagonist = blocks BAM8-22 activation of human MrgX1 receptor; MRGX1-HEK293 calcium flux, Fluo-4, BAM8-22 antagonism; active compounds read low; B-score at 10 µM; actives 1.3% (n = 310,000); Q96LB2; AID 588676;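 active means calcium-response B-score plate-corrected more than 3 library SD below zero, starting fluorescence within 5 deviations, no agonist response on first addition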;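 further: peak minus trough fluorescence over baseline after final BAM8-22 challenge near maximal dose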
RGS4 inh = human RGS4 inhibition; P49798; actives 0.45% (n = 310,000); HEK293 M3R/RGS4 inducible, Fluo-4 calcium flux; active compounds read high; triggered by carbachol at its EC20; B-score at 10 µM;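 active means B-score, a plate-corrected calcium signal, over three deviations above library mean, with baseline fluorescence within five deviations of library mean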;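 further: RGS4 expression induced by doxycycline in cells with stable M3 receptor; B-score is computed from the integrated fluorescence ratio over baseline after carbachol; higher B-score means a larger calcium signal and so more RGS4 inhibition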
Target sequence (P49798 whole entry, looked up): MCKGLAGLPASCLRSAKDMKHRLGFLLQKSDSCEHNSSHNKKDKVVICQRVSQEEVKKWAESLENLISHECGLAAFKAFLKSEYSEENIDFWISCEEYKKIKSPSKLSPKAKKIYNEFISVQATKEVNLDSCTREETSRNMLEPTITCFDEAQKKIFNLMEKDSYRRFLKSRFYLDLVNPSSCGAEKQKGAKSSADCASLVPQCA
RGS4 act = RGS4 potentiation or activation; actives 0.92% (n = 310,000); HEK293 M3R/inducible RGS4, carbachol calcium flux Fluo4; active compounds read low; B-score at 10 µM;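 active means B-score of the integrated calcium signal more than 4 SD below the library mean, with starting fluorescence not abnormally high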;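 further: negative B-score means reduced calcium response which marks RGS4 activation or potentiation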
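Also added: carbachol at ECmax as muscarinic agonist stimulus; Assay system: HEK293 cells with stable M3R and inducible RGS4; Timing: overnight RGS4 induction, 30 min dye load 37 °C, 20 min compound RT; Measured by: Fluo4-AM (2 µM) calcium-flux fluorescence, kinetic read.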
TRPC6 inhibitor = blocks the mouse TRPC6 cation channel; B-score at 10 µM; HEK293-TRPC6, membrane potential dye, ACh-evoked depolarization; active compounds read low; actives 1.1% (n = 310,000);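 active means B-score under library mean minus 3 SD, initial fluorescence not abnormally high, positive integrated signal ratio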;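 further: B-score derived from integrated fluorescence ratio over the kinetic read; more negative B-score means stronger inhibition of depolarization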
TRPC6 act = activators of mouse TRPC6 channel. actives 0.13% (n = 310,000). AID 2550. Q61143. HEK293-TRPC6 membrane potential dye fluorescence; active compounds read high. B-score at 10 µM;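 active means B-score of the integrated fluorescence ratio above library mean plus 3 SD, and starting fluorescence ratio within library mean plus 5 SD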;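 further: higher score means more depolarization so channel activation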
MrgX1 agonist = activates human MrgX1 receptor signaling; MrgX1-HEK293 cells, Fluo-4 calcium fluorescence, agonist mode; active compounds read high; Q96LB2; B-score at 10 µM; actives 0.44% (n = 310,000);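 active means calcium response B-score plate-corrected fluorescence ratio at least 3 library SD, with starting fluorescence B-score inside 5 SD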
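System – MrgX1-expressing HEK293 cells · Incubation – cells plated overnight, dye loaded 0.5 h 37 °C, 0.5 h room temperature · Technique – kinetic Fluo-4 NW fluorescence of intracellular calcium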
ANO1 activ = activators or potentiators of mouse TMEM16A chloride channel; actives 0.3% (n = 340,000); HEK293 TMEM16A/YFP-H148Q/I152L, iodide quench fluorescence; active compounds read low; B-score at 10 µM; Q8BHY3; AID 623877;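 active means fluorescence-ratio B-score plate-corrected deviation score at least 3 library SD below zero, with starting fluorescence score within 5 deviations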;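 further: channel opened by trigger with iodide after compound preincubation; score built on the fluorescence ratio of max minus min over baseline; more negative score means more quench and so TMEM16A activation or potentiation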
Target sequence (Q8BHY3 whole entry, looked up): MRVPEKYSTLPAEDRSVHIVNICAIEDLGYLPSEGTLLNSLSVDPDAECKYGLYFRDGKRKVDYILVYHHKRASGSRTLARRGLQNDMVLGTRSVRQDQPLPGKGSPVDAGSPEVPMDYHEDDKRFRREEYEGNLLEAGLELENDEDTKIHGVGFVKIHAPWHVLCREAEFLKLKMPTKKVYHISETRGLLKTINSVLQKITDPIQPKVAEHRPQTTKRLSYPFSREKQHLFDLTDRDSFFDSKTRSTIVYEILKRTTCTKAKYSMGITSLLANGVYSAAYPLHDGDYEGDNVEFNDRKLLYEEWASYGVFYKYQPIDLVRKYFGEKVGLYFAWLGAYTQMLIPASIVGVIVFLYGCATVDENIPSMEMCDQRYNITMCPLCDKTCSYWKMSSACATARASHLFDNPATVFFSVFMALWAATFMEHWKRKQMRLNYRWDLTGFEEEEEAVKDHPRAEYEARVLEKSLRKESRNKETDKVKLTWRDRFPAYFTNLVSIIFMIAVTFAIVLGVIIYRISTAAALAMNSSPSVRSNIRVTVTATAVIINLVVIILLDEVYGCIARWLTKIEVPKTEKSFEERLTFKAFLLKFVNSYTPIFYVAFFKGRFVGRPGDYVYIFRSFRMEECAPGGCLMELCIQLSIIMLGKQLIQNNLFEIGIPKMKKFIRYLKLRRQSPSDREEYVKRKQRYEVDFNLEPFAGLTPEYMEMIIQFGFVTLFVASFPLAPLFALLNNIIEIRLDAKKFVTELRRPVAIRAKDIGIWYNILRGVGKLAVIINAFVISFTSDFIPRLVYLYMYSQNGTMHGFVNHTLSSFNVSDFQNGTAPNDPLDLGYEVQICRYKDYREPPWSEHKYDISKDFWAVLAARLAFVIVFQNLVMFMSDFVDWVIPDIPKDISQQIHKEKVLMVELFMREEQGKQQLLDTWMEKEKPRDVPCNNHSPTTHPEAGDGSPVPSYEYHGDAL
SKKanGAS inh = inhibitors of SKKanGAS S. pyogenes growth in kanamycin (SK-promoter or general growth effect) | BacTiter-Glo, 6 h | inhibition, % at 7.5 µM | actives 1.3% (n = 300,000) | AID 1662;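 active means mean replicate score, as percent of positive control median, at least 50; inconclusive means mean below 50 but one replicate at or above 50; inactive means mean and every replicate below 50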;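 further: strain carries kanamycin resistance gene driven by streptokinase promoter and grows in 40 µg/ml kanamycin; loss of luminescence reflects streptokinase promoter inhibition or plain growth inhibition; 0% = median of DMSO wells and 100% = positive control at its reference dose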
MrgX1 allo act = human MrgX1 positive allosteric modulation, primary screen; B-score at 10 µM; Q96LB2; AID 588675; actives 0.63% (n = 310,000); MrgX1-HEK293, Fluo-4 calcium flux, FDSS; active compounds read high;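 active means plate-corrected calcium response at least 3 library SD above typical, normal starting fluorescence, not activating the receptor alone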;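 further: compound read alongside a low EC10 to EC30 dose of BAM8-22 agonist; peak minus trough fluorescence over baseline measured at the second addition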
TMEM16A inh = blocks the mouse calcium-activated chloride channel TMEM16A; Q8BHY3; HEK293 TMEM16A/YFP iodide influx fluorescence, ionomycin; normalized B-score (activity score, 25-100; higher = stronger inhibition) at 10 µM; actives 1.2% (n = 310,000); AID 588511;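 active means ratio plate-corrected score three or more library SD toward inhibition, starting fluorescence score within five deviations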;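 further: score derived from kinetic fluorescence span divided by baseline fluorescence per well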
* = called active by the depositor; i = inactive; ? = inconclusive; . = no result given. Only part of the results is shown; the hit share may differ from the screen's.

SMILES | HDAC3 inhib | MrgX1 antagonist | RGS4 inh | RGS4 act | TRPC6 inhibitor | TRPC6 act | MrgX1 agonist | ANO1 activ | SKKanGAS inh | MrgX1 allo act | TMEM16A inh
OC(CN1CCCCC1)c1c[nH]c2ccccc12 (centres undefined) | 4.0 | i | i | i | i | i | i | i | 9.1 | i | i
O=C1NC(=O)C(=Cc2csc3ccccc23)C(=O)N1 | 6.3 | i | i | i | i | i | i | i | 3.5 | i | i
Nc1nnc(P(c2ccccc2)c2ccccc2)s1 | 0.4 | i | i | i | i | i | i | i | 0.7 | i | i
COc1ccc(-n2c(O)c(C(C)=NCc3ccc4c(c3)OCO4)c(=O)[nH]c2=O)cc1 | -0.6 | i | i | i | i | i | i | i | -2.0 | i | i
Cc1cccc(NC(=O)[C@@H](NC(=O)N2C[C@H]3C[C@@H](C2)c2cccc(=O)n2C3)C(C)C)c1 | 7.0 | i | i | i | i | i | i | i | 1.7 | i | i
CCN1CC2(COC(=O)c3ccccc3N)CCC(OC)C34C5CC6C(OC)CC(O)(C5C6OC)C(O)(C(OC)C23)C14 (centres undefined) | -33.2 | i | . | . | . | . | i | i | . | i | i
CC(C)c1oc(=O)cc2c1[C@@H](O)[C@H]1OC(=O)[C@@]3(C)C[C@@H](O)[C@@H](O)[C@@]2(C)C13 (some centres undefined) | 11.7 | i | i | i | i | i | i | i | 1.9 | i | i
CCC(=NCCCN(CC)CC)c1c(O)n(-c2ccccc2)c(=O)[nH]c1=O | 4.7 | i | i | i | i | i | i | i | -0.1 | i | i
CCC(=NCCc1ccccc1)c1c(O)n(C2CCCCC2)c(=O)[nH]c1=O | -3.2 | i | i | i | i | i | i | i | 7.2 | i | i
Cc1nccc2c1[nH]c1ccc(Br)cc12 | 4.0 | i | i | i | i | i | i | i | 0.7 | i | i
CCCc1cc(=O)oc2cc(OCC(=O)N3CCN(Cc4ccc5c(c4)OCO5)CC3)ccc12 | -5.9 | i | i | i | i | i | i | i | 4.5 | i | i
COc1ccc(C2=NCC(=O)N(CC(=O)NCc3ccco3)c3sc4c(c32)CCCC4)cc1OC | 8.9 | i | i | i | i | i | i | i | 4.2 | i | i
COC(=O)CC1NC2CCCCC2NC1=O (centres undefined) | -16.7 | i | i | i | i | i | i | i | 3.8 | i | i
O=C(C1CC(=O)N(C2CCCCCCC2)C1)N1CCC2(CC1)OCCO2 (centres undefined) | -0.6 | i | i | i | i | i | i | i | -1.6 | i | i
Cc1ccc(-c2nc3ccccc3c(=O)n2-c2cccc(C)n2)cc1 | -0.5 | i | i | -10.4* | -6.01* | i | i | i | -6.0 | i | i
c1ccc(CNCCc2ccc3c(c2)OCO3)nc1 | 5.4 | i | i | i | i | i | i | i | 6.5 | i | i
COc1ccccc1N1CCN(C2CCCN(C(=O)COc3ccccc3Cl)C2)CC1 (centres undefined) | . | . | i | i | i | i | . | i | 12.4 | . | .
C=Cn1c(P(=S)(N2CCOCC2)N2CCOCC2)cc2c1CCCC2 | ? | i | i | i | i | i | 66.1* | i | 0.6 | i | i
CC(C)c1ccc(NC(=O)N2C[C@H]3C[C@@H](C2)c2cccc(=O)n2C3)cc1 | 6.6 | i | i | i | i | i | i | i | -1.0 | i | i
CCOC(=O)C1(CCCc2ccccc2)CCN(C2CCCC2)CC1 | -0.4 | i | i | -7* | i | i | i | i | 7.1 | i | i
CCOc1nc(NC(C)C)nc(N2CC3CC(C2)c2cccc(=O)n2C3)n1 (centres undefined) | -3.1 | i | i | i | i | i | i | i | 3.6 | i | i
Cc1ccc2c(c1)c(=O)c1c3n2CCN(CC#N)C3CC1 (centres undefined) | -11.8 | i | i | i | i | i | i | i | -9.8 | i | i
N=c1c[n+](CC23CC4CC(CC(C4)C2)C3)[n-]o1 | 6.7 | i | i | i | i | i | i | i | -1.6 | i | i
O=C1NC(=O)C(CCc2ccncc2)(CCc2ccncc2)C(=O)N1C1CCCCC1 | -3.5 | i | i | i | i | i | i | i | 0.9 | i | i
CN1CC(C(=O)c2cccs2)C(c2ccc(Cl)cc2)C1 (centres undefined) | 2.6 | i | i | i | i | i | i | . | -1.1 | i | i
O=[N+]([O-])c1ccc(C2C3C(c4ccccc4)=NC4(CCCC4)N32)cc1 (centres undefined) | -1.8 | i | i | i | i | i | i | i | -3.1 | i | i
Ic1ccccc1CN[C@@H]1C2CCN(CC2)[C@@H]1C(c1ccccc1)c1ccccc1 | . | -15.4* | . | . | . | . | i | i | . | i | i
CCN(CC)S(=O)(=O)c1ccc(C(=O)NC2CN3CCC2CC3)cc1 (centres undefined) | 5.0 | i | i | i | i | i | i | . | 1.3 | i | i
Cc1nn(Cc2ccccc2)c(C)c1C(=O)OCC(=O)NCc1ccco1 | 1.3 | i | i | i | i | i | i | i | -10.1 | i | i
CN1CCc2nc3ccc(F)cc3c(C(N)=O)c2C1 | 5.2 | i | i | i | i | i | i | i | 0.6 | i | i
Cc1cc2c(s1)NC(=O)CN=C2c1cccs1 | 18.8 | i | i | i | i | i | i | i | 2.9 | i | i
O=C(O)c1ccc(Cl)nc1 | -1.8 | i | i | i | i | i | i | i | -1.3 | i | i
O=[N+]([O-])NC1=NCCN1Cc1ccc(Cl)nc1 | 2.2 | i | i | i | i | i | i | i | 4.7 | i | i
COC(=O)CC1=C(C(=O)OC)C2(C(=O)Nc3c(C)cccc32)C(C#N)=C(N)O1 (centres undefined) | 11.8 | i | i | i | i | i | i | i | 2.5 | i | i
Oc1c(Br)cc(Br)cc1CN1CCN(Cc2ccccc2)CC1 | -0.8 | i | i | i | i | i | i | i | 0.9 | i | i
O=C(c1ccc(Cl)cc1)C1CCCN(Cc2ccon2)C1 (centres undefined) | -6.5 | i | i | i | i | i | i | i | -8.0 | i | i
CCOc1ccc(-n2c(O)c(C=NCCN3CCNCC3)c(=O)[nH]c2=O)cc1 | 0.2 | i | i | i | i | i | i | i | 4.0 | i | i
CC1(C)COC(Nc2ccc(Cl)cc2)=N1 | -0.4 | i | i | i | i | i | i | i | 7.7 | i | i
O=C(c1cc(-c2ccccc2)on1)N1CCC2(CC1)OCCO2 | 4.5 | i | i | i | i | i | i | . | ? | i | i
CCC(C)/C=C(C)/C=C/C1=CC2=C(Cl)C(=O)C(C)(OC(C)=O)C(=O)C2=CO1 (centres undefined) | 5.0 | i | i | i | -6.55* | i | i | i | 23.5 | i | 100*
C#CCN1C(=O)C2(C(C#N)=C(N)OC(C)=C2C(=O)OCc2ccccc2)c2ccccc21 (centres undefined) | -1.0 | i | i | i | i | i | i | i | -2.3 | i | i
CN(C)C(=O)Oc1ccc2c(c1)O/C(=C\c1cccc(Cl)c1)C2=O | 7.3 | i | i | i | i | i | i | i | 6.4 | i | i
CCCn1c(C)cc(C=O)c1C | 2.4 | i | i | i | i | i | i | i | 3.6 | i | i
O=C(CCN1C(=O)COc2ccccc21)N1CCC2(CC1)OCCO2 | 10.4 | i | i | i | i | i | i | i | -11.7 | i | i
Cc1ccc(C2N(c3ccccn3)C(=O)C3CCCN32)o1 (centres undefined) | -3.8 | i | i | i | i | i | i | i | -2.9 | i | i
O=C(Cc1ccc(Cl)cc1)NCCN1CCN(C(=O)Cc2ccc(Cl)cc2)CC1 | -0.8 | i | i | i | i | i | i | i | 2.5 | i | i
COc1ccc(OC)c(-n2c(O)c(C=Nc3c(C)n(C)n(-c4ccccc4)c3=O)c(=O)[nH]c2=O)c1 | 4.1 | i | i | i | i | i | i | i | -1.5 | i | i
COc1ccc(CN2C(=O)NC(=O)/C(=C/c3cc(OC)c(OC)c(OC)c3)C2=O)cc1 | 3.1 | i | i | i | i | i | i | i | -10.0 | i | i
c1ccc2c(c1)[nH]c1cnccc12 | -33.6 | i | i | i | i | i | i | i | -0.8 | i | i
CC(=O)NC(Cc1ccc(N(CCCl)CCCl)cc1)C(=O)O (centres undefined) | 2.3 | i | i | i | i | i | i | i | 5.8 | i | i
CC(N)Cc1c[nH]c2cc3c(cc12)OCCO3 (centres undefined) | 4.6 | i | i | i | i | i | i | i | -5.2 | i | i
O=C(CN1CCN(CCO)CC1)Nc1ccc(Cl)cc1C(=O)c1ccccc1 | 0.1 | i | i | i | i | i | i | i | -5.4 | i | i
Oc1cc(Cl)ccc1Oc1ccc(Cl)cc1Cl | 8.6 | i | i | -7.06* | i | i | i | i | 17.3 | i | 100*
O=C(Nc1ccc(F)cc1)OC1CN2CCC1CC2 (centres undefined) | -3.7 | i | i | i | i | i | i | i | -0.8 | i | i
Cc1ccc(CN2CCN(C)CC2)c(C)c1 | -0.4 | i | . | . | . | . | i | i | . | i | i
Cc1cc(NC(=O)CCl)nn1C | -18.2 | i | i | i | i | i | i | i | -13.2 | i | i
CCOC(=O)c1nsnc1NCCCl | -1.2 | i | i | i | i | i | i | i | -17.3 | i | i
CCOC(=O)C1CCN(/C=C2/C(=O)NC(=S)N(c3ccccc3F)C2=O)CC1 | 7.4 | i | i | i | i | i | i | i | -3.7 | i | i
O=c1[nH]c(O)c(C=Nc2ccccc2Sc2ccccc2)c(=O)[nH]1 | -2.5 | i | i | i | i | i | i | i | 6.1 | i | i
CN1CCN(C(=O)O[C@H]2c3nccnc3C(=O)N2c2ccc(Cl)cn2)CC1 | 1.4 | i | i | i | i | i | i | i | 3.2 | i | i

Additional compounds
SMILES | HDAC3 inhib | MrgX1 antagonist | RGS4 inh | RGS4 act | TRPC6 inhibitor | TRPC6 act | MrgX1 agonist | ANO1 activ | SKKanGAS inh | MrgX1 allo act | TMEM16A inh
COc1ccc(-n2c(/C=C/c3ccc4c(c3)OCO4)nc3ccccc3c2=O)cc1 | 3.8 | i | i | i | i | i | i | i | 9.7 | i | i
O=[N+]([O-])c1ccc(N2CCCC2)cc1N/N=C1\CN2CCC1CC2 | 5.5 | i | i | i | -5.2* | i | i | i | 5.2 | i | i
COc1cccc(N=Nc2c(O)[nH]c(=S)[nH]c2=O)c1 | 0.8 | i | i | i | i | i | i | i | -6.3 | i | i
COC(=O)COc1ccc(/C=C2\C(=O)NC(=S)N(c3ccc(C)cc3)C2=O)cc1OC | 4.4 | i | i | i | i | i | i | i | -2.8 | i | i
NC(=O)c1c(NC(=O)c2ccc(S(=O)(=O)N(CCCl)CCCl)cc2)sc2c1CCCCC2 | -6.2 | i | . | . | . | . | i | i | . | i | i
O=c1cc(C2CCNCC2)[nH][nH]1 | -1.9 | i | i | i | i | i | i | i | 3.5 | i | i
Cc1ccc(N=Cc2c(O)n(C)c(=O)n(C)c2=O)cc1 | -3.6 | i | i | i | i | i | i | i | 3.7 | i | i
